Salmonella PhoP GFP = PhoP regulon inhibitors, Salmonella typhi PhoP promoter GFP reporter, confirmatory (AID 1850); Salmonella Typhi PhoP-promoter GFP reporter, fluorescence, 4 h; higher % means a stronger effect; actives 0.33% (n = 310,000); one-dose inhibition, % at 50 µM; IC50 in µM for titrated hits; in the data active means a potency from the dose series; inconclusive means inhibition mostly from about 25% at the one dose, without a potency; inactive means the rest, 99 in 100 with inhibition below about 19%;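 further: 0% = induced wells with vehicle and 100% = uninduced wells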
inhibitors of VEEV = inhibitors of VEEV TC-83 cytopathic effect, confirmation, Vero cells (AID 588727); one-dose inhibition, % at 20 µM; IC50 in µM for titrated hits; Vero cells, VEEV TC-83 cytopathic effect inhibition; higher % means a stronger effect; actives 0.13% (n = 350,000); in the data active means a potency from the dose series; inconclusive means inhibition mostly from about 14% at the one dose, without a potency; inactive means the rest, 99 in 100 with inhibition below about 12%; further: strong numbers were not always called active
influenza NS1A = H1N1 influenza NS1A inhibitors, functional cell based assay (AID 504329). NS1A functional cell-based assay, percent inhibition; higher % means a stronger effect. inhibition, % at 12.5 µM; hits with a dose series show IC50 in µM. actives 0.3% (n = 340,000); in the data active means a potency from the dose series; inconclusive means inhibition above about 27% without an active follow-up result; further: strong numbers were not always called active
H37Rv inhibition = M. tuberculosis growth inhibition, HTS (AID 449762); M. tuberculosis H37Rv growth inhibition, 7H9 media; higher % means a stronger effect; one-dose inhibition, % at 25 µM; IC50 in µM for titrated hits; actives 0.59% (n = 330,000); in the data active means a potency from the dose series; inconclusive means inhibition above about 70% without an active follow-up result;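 further: bacterial growth assessed after seven days of incubation; strong numbers were not always called active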
tuberculosis growth = growth inhibition of non-replicating M. tuberculosis (AID 488890). Mycobacterium tuberculosis non-replicating, growth inhibition; higher % means a stronger effect. inhibition, % at 25 µM; hits with a dose series show IC50 in µM. actives 0.39% (n = 320,000); in the data active means a potency from the dose series; inconclusive means inhibition mostly from about 82% at the one dose, without a potency; inactive means the rest, 99 in 100 with inhibition below about 76%;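 further: plate controls were DMSO cells for no effect and high antibiotic wells for full effect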
inhibitors of VEEV 10K pilot screen = second read-out of inhibitors of VEEV, no call of its own (marks repeat the call); inhibition, %; measured here: 10K pilot screen inhibition
Active calls of the source: *; i = inactive; u = inconclusive; x = not tested or not shown. Random draw from the library; overall some 1.5% were active at least once.

SMILES	Salmonella PhoP GFP	inhibitors of VEEV	influenza NS1A	H37Rv inhibition	tuberculosis growth	others
Cc1ccc(C(=O)N/C(=C/c2cccs2)C(=O)N2CCCCCC2)cc1	-16%	i	-2%	5%	24%
C=CCOc1c(CNc2ccc(S(N)(=O)=O)cc2)cccc1OC	-1%	i	0%	5%	5%
O=C(CSC1=NS(=O)(=O)c2ccccc2N1)Nc1ccccc1F	-1%	4.2%	4%	7%	40%
Cc1onc(-c2ccccc2Cl)c1C(=O)N1CCN(S(=O)(=O)c2ccc(F)c(F)c2)CC1	7%	i	11%	-5%	33%
O=S(=O)(Cc1ccccc1)N1CCCC1	11%	0.4%	0%	3%	-1%
CCOc1ccccc1N1CCN(C(=O)c2ccccc2OCc2c(C)noc2C)CC1	x	7.8%	-16%	3%	15%
CCCCN1CCC(=O)C(C(=O)OCC)=C1C(=O)OCC	x	i	-4%	x	x
COc1ccc(N2CCN(CCNC(=O)CCS(=O)(=O)c3cccc4nsnc34)CC2)cc1	3%	x	x	0%	1%
CSc1ccc(Cc2ccc(Cl)cc2Cl)nn1	4%	i	-9%	-4%	28%
COc1ccccc1Cn1c(=S)[nH]c2cc(C(=O)NCC(OC)OC)ccc2c1=O	10%	0.7%	-26%	8%	1%
O=C1CCCN1CCC(=O)N1CCCC(N2CCN(c3ccccc3F)CC2)C1 (stereo unspecified)	4%	0.3%	-5%	10%	1%
COc1ccc(NC(=O)c2cc3c(=O)n(C)c4ccccc4c3s2)cc1OC	-8%	0.6%	1%	8%	3%

Next section, overlapping the part above by three compounds.
SMILES	Salmonella PhoP GFP	inhibitors of VEEV	influenza NS1A	H37Rv inhibition	tuberculosis growth	others
COc1ccccc1Cn1c(=S)[nH]c2cc(C(=O)NCC(OC)OC)ccc2c1=O	10%	0.7%	-26%	8%	1%
O=C1CCCN1CCC(=O)N1CCCC(N2CCN(c3ccccc3F)CC2)C1 (stereo unspecified)	4%	0.3%	-5%	10%	1%
COc1ccc(NC(=O)c2cc3c(=O)n(C)c4ccccc4c3s2)cc1OC	-8%	0.6%	1%	8%	3%
COc1ccc2nc(Nc3nc4ccc(NC(C)=O)cc4s3)sc2c1	1%	9.6%	2%	60%	51%
CCC(=O)N1CCN(c2ccc(NC(=O)c3cc4ccccc4o3)cc2Cl)CC1	-4%	4.6%	5%	u	69%
CC(NC(=O)COC(=O)c1c[nH]c2ccccc12)c1ccccc1 (stereo unspecified)	x	i	-13%	-1%	4%
NC(=O)c1cc(NC(=O)CCCc2nc3ccccc3s2)cc(C(N)=O)c1	-4%	i	-8%	9%	2%
CCCCc1nc(Cl)c(C#N)c2c1CCCC2	2%	1.4%	-17%	8%	-7%
Cc1ccc(C(=O)CC2SC(N)=NC2=O)cc1 (stereo unspecified)	6%	0.3%	-8%	-12%	17%
CCC(c1nnnn1C1CCCCC1)N1CCN(C(=O)c2ccco2)CC1 (stereo unspecified)	11%	i	9%	-2%	4%
CC(=O)OC1CCC2(C)C3=CCC4(C)C(C(C)=O)=CCC4C3CCC2C1 (stereo unspecified)	x	10%	-1%	x	x
CCCN(CCC)CC(O)COc1ccc2c(c1)OCO2 (stereo unspecified)	-3%	3.6%	-7%	-6%	-1%
COc1ccc(/C=C(/C#N)C(=O)Nc2cc(C)ccc2C)cc1C(=O)O	-8%	2.1%	2%	-11%	-12%
CS(=O)(=O)N(CC(=O)N1CCOCC1)c1ccc(Cl)cc1	1%	3.8%	-3%	4%	-8%
O=C(Nc1nn(Cc2ccc(Cl)cc2)cc1Br)c1ccc(COc2ccccc2Cl)o1	4%	4.6%	2%	11%	x
COc1ccc(/C=N/N=C(\N)c2nonc2N)cc1	x	0.7%	-3%	x	x
CCN1C(C)=C(C)S/C1=C1\SC(=S)N(NC(C)=O)C1=O	-20%	0.3%	-7%	-5%	-6%
COc1ccc(/C=N/Nc2nnc(Cc3ccc(OC)c(OC)c3)c(=O)[nH]2)cc1	-2%	1.6%	12%	9%	31%
CC(C)CC(NC(=O)/C(=C\c1ccco1)NC(=O)c1ccco1)C(=O)O (stereo unspecified)	0%	i	-14%	9%	12%
CCCCC(=O)N(c1ccc(C)c(C)c1)C1C=CS(=O)(=O)C1 (stereo unspecified)	-2%	0.2%	-2%	-2%	-4%
COC(=O)C1=C(c2ccc(OCc3ccccc3)cc2)C[C@@H]2CC[C@H]1N2C(=O)NCc1ccc([N+](=O)[O-])cc1	x	6.4%	-6%	4%	27%
Cn1c(=O)[nH]c(=O)c2c1nc(N1CCCCCC1)n2CCSc1nc2ccccc2[nH]1	-1%	9.1%	11%	0%	2%
Cc1nnc(Nc2ccc(Cl)cc2)n(N)c1=O	-3%	1.9%	1%	-4%	-10%
CCCCNS(=O)(=O)c1ccc(OCC(=O)N2CCN(Cc3ccc4c(c3)OCO4)CC2)cc1	-4%	3.1%	-5%	-2%	27%
O=S(=O)(NC1CCCCC1)c1cccc(-c2nnc(-c3ccccc3)o2)c1	-4%	4.4%	2%	8%	4%
Cc1c(Cl)cccc1NS(=O)(=O)c1ccccc1	x	6.8%	3%	x	x
COC(=O)CN1C(=O)C2(C(C#N)=C(N)Oc3n[nH]c(-c4cccs4)c32)c2ccccc21 (stereo unspecified)	-4%	2.8%	-6%	3%	25%
CC1(NC(=S)Nc2ccccc2)CCS(=O)(=O)C1 (stereo unspecified)	1%	i	x	-9%	11%
Cc1ccc(S(=O)(=O)Nc2ccccc2-c2nc3ccccc3[nH]c2=O)cc1	x	1.2%	-5%	4%	36%
COc1cc(C(=O)NCCOc2cccc(C)c2)c(Br)c(OC)c1OC	4%	0.1%	0%	1%	2%
Cc1ccc(C2=NC3(CCCCCC3)NC2=S)cc1	6%	0.7%	-8%	0%	-2%
O=C(N/N=C/c1ccccn1)c1cc(-c2ccc(Br)cc2)nc2ccccc12	-4%	27%	0%	u	u
COc1ccccc1CC(=O)Nc1cccc(F)c1	6%	0.2%	-5%	-7%	-5%
O=C(CCN1C(=O)/C(=C/c2cccs2)SC1=S)N1CCCCC1	-31%	u	-8%	u	u
Cc1cc(N2CCN(Cc3ccccc3)CC2)n2nc(C)c(-c3ccccc3)c2n1	-6%	i	-8%	-1%	0%	inhibitors of VEEV 10K pilot screen=2.7
Cc1cc(C(=O)NNC(=O)Nc2ccccc2)no1	16%	2.7%	8%	-6%	0%
O=C(COC(=O)/C=C/c1cccc(C(F)(F)F)c1)NC(c1ccccc1)c1ccccc1	-2%	i	-5%	-7%	-15%
CCCCn1c(N)c(N(C(=O)CSc2nncn2-c2ccccc2C)C2CCCC2)c(=O)[nH]c1=O	x	1.8%	-23%	x	x
COc1ccc2[nH]c(C(=O)NCCCN3CCCC3=O)c(C)c2c1	0%	1.7%	-3%	-2%	7%
CC(C)Cn1c(/C=N/Nc2nc3ccccc3[nH]2)nc2ccccc21	x	i	7%	x	x
Cc1ccccc1-c1n[nH]c(=S)n1C	-1%	1.6%	-9%	1%	4%
COc1ccc(CNC(=O)CCN2C(=O)c3ccccc3C2=O)cc1	-6%	0.9%	18%	-2%	-5%
O=C(c1ccc(CS(=O)(=O)c2ccc(Br)cc2)o1)N1CCN(c2ccccn2)CC1	7%	8.2%	10%	-9%	x
Fc1ccc2c(c1)nnn2C1CCN(Cc2nnnn2CCc2ccccc2)CC1	15%	2.9%	0%	-11%	51%
COc1ccc(-c2csc(NC(=O)c3ccc(N4C(=O)CCC4=O)cc3)n2)cc1OC	11%	i	3%	9%	6%
CN(Cc1ccccc1)C1=CC(=[N+]2CCCCC2)CC(C)(C)C1	8%	i	-3%	0%	60%
CCOC(=O)N1CCN(C(=O)C2CCCN(S(=O)(=O)c3ccc(F)cc3)C2)CC1 (stereo unspecified)	-1%	2.8%	-2%	-11%	9%
O=C(NNC(=O)c1ccccc1Br)c1cccs1	-13%	0.1%	-8%	6%	3%
O=C(NC1=NCCS1)c1ccc(Cl)c(S(=O)(=O)N2CCOCC2)c1	-18%	1.7%	10%	5%	6%
O=C(Cn1c(=S)[nH]c2ncccc2c1=O)NCCc1ccccc1	-1%	x	x	5%	-4%
CCc1cc(C(=O)N(C)CC(=O)N(CC(C)C)c2c(N)n(CC(C)C)c(=O)[nH]c2=O)sc1C	-4%	1.8%	-7%	-4%	21%

Reprinted at random: 5 compounds from above
SMILES	Salmonella PhoP GFP	inhibitors of VEEV	influenza NS1A	H37Rv inhibition	tuberculosis growth	others
O=C(c1ccc(CS(=O)(=O)c2ccc(Br)cc2)o1)N1CCN(c2ccccn2)CC1	7%	8.2%	10%	-9%	x
CN(Cc1ccccc1)C1=CC(=[N+]2CCCCC2)CC(C)(C)C1	8%	i	-3%	0%	60%
O=C(NC1=NCCS1)c1ccc(Cl)c(S(=O)(=O)N2CCOCC2)c1	-18%	1.7%	10%	5%	6%
Fc1ccc2c(c1)nnn2C1CCN(Cc2nnnn2CCc2ccccc2)CC1	15%	2.9%	0%	-11%	51%
CC(C)Cn1c(/C=N/Nc2nc3ccccc3[nH]2)nc2ccccc21	x	i	7%	x	x

(cont.)
SMILES	Salmonella PhoP GFP	inhibitors of VEEV	influenza NS1A	H37Rv inhibition	tuberculosis growth	others
CC1CCCN(C(=O)c2ccc(CNc3c(N4CCCCC4)c(=O)c3=O)cc2)C1 (stereo unspecified)	x	1.1%	-11%	u	x
CCN(CC)C(=O)C1CCCN(Cc2ccc3ccccc3c2)C1 (stereo unspecified)	-6%	i	0%	4%	-17%
O=C(Nc1nc2c(s1)CCCC2)C1COc2ccccc2O1 (stereo unspecified)	-47%	8.2%	32%	4%	x
CC(C)CC1NC(=O)C(CC(C)C)N(CO)C1=O (stereo unspecified)	x	2.9%	-3%	x	x
CCc1ccccc1NC(=O)c1cc(S(=O)(=O)N2CCCC2)c[nH]1	-9%	1.6%	4%	-4%	3%
COc1ccc(NC(=O)C2CCN(S(=O)(=O)c3ccc4[nH]c(=O)oc4c3)CC2)c(OC)c1	9%	3.5%	-7%	4%	40%
Cc1sc2nc(SCC(N)=O)n(-c3ccccc3)c(=O)c2c1C	0%	4.4%	-11%	-1%	12%
Cc1c(Cl)c([N+](=O)[O-])nn1CC(=O)NCC(C)C	11%	0.1%	2%	1%	1%
COc1ccc(-n2cnnc2SCC(=O)Nc2cccc(S(N)(=O)=O)c2)cc1	3%	3.1%	-10%	-2%	0%
COC(=O)c1ccccc1NC(=O)Nc1ccc(Cl)cn1	-1%	i	-8%	-6%	-2%
O=S(=O)(Nc1nc2ccccc2nc1Cl)c1ccccc1C(F)(F)F	8%	5.0%	-5%	2%	53%
CCCn1c(=O)c2ccccc2n2c(SCc3nnc(-c4ccccc4Br)o3)nnc12	-16%	i	1%	-10%	x
Cc1ccc(S(=O)(=O)N2CCOCC2)cc1NC(=O)COC(=O)c1ccc(Cl)nc1	x	3.1%	-4%	-2%	8%
CC(C)(C)N1CC23C=CC(C[C@@H]2C1=O)O3 (stereo partly specified)	-15%	i	0%	2%	-9%
Cc1ccc(-c2ccc(CCC(=O)O)n2NC(N)=S)cc1	4%	i	2%	6%	3%
Cc1cc(N2Cc3ccccc3C2)ccc1C=O	-1%	i	-11%	2%	12%
Cc1ccc(NC(=O)CCC(=O)NNS(=O)(=O)c2ccccc2)cc1C	-7%	0.4%	-3%	13%	15%
COC(=O)C1=C(c2ccc(S(C)(=O)=O)cc2)C[C@@H]2CC[C@H]1N2C(=O)NCCCOC(C)C	8%	1.3%	-4%	-1%	-3%
CCCOc1ccc(/C(O)=C2\C(=O)C(=O)N(CCCOC)C23C(=O)N(C)c2ccccc23)cc1 (stereo unspecified)	2%	2.0%	-14%	-23%	-7%
CCOC(=O)c1[nH]c2c(c1-c1ccccc1)C(=O)CC(c1ccc(OCC)cc1)C2 (stereo unspecified)	3%	0.3%	-4%	14%	9%
Cc1cccc(C)c1NC(=O)NC1(C(=O)NCCCN2CCOCC2)CCCCC1	-1%	1.1%	-2%	-1%	-1%
O=C(O)Cc1ccc(NS(=O)(=O)c2ccc3ccccc3c2)cc1	1%	0.4%	-1%	-5%	-23%
COc1ccc(OC)c(/C=N/n2c(COc3ccccc3)n[nH]c2=S)c1	-3%	1.2%	4%	17%	-8%
COc1ccc(S(=O)(=O)N2CCOCC2)cc1NC(=O)Cc1ccc(Cl)c(Cl)c1	4%	1.4%	10%	6%	30%
COc1ccc(C)cc1S(=O)(=O)N(CC(=O)N1CCCC1)c1ccccc1	4%	i	-1%	1%	22%
O=C(NC1CSC/C1=N\O)c1ccccc1 (stereo unspecified)	12%	1.2%	-7%	-7%	2%
O=C(N[C@H]1CCC(=O)N(CCSc2ccc(Br)cc2)CC1)OCc1ccccc1	x	1.4%	-1%	23µM*	x

Compound activity (PubChem)
